# Compound activity (PubChem)
# HEK293 tox = Cytotoxic Profiling in HEK 293 Cell Line of Diverse Libraries Using Quantitative High-Throughput Screening; HEK 293 viability, ATP luminescence (CellTiter-Glo), 48-72 h; Potency, µM (top dose mostly 115 µM), inactives show top-dose activity change, negative = cytotoxicity, usual class: inhibitors; 6.6% of 94,000 active; note: potency is the fitted concentration of half-maximal effect; nearly all actives have a fitted effect of over 60% in size
#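 CellTiter-Glo luminescence (cellular ATP) was read after 48 or 72 hr of compound exposure at 37 degree Celsius. Cells were HEK 293 plated at 250 cells/well.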
# IP6K1 inh = Primary qHTS assay for small molecule inhibitors of Inositol hexaphosphate kinase 1 (IP6K1). Inositol hexakisphosphate kinase 1 (Homo sapiens), Q92551. IP6K1 kinase, ADP-Glo luminescence, 2 h; active compounds read low. activity change, % (series mostly up to about 58 µM). 0.81% of 140,000 active. AID 1645851, 2021; in the data active = activity change below about -25%
#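 ADP-Glo luminescence measures ADP made by human IP6K1 during a 2 h RT reaction with ATP/IP6 (mix at 1.3 mM/130 uM); top library doses 57.5 and 19.1 uM final.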
# SNCA expr inh = Primary qHTS assay for inhibitors of alpha-synuclein gene (SNCA) expression | 0.17% of 140,000 active | Potency, µM (series often up to 57.2 µM), for the others: at the top dose activity change, negative = inhibition, most hits filed as inhibitors | HEK-293 SNCA-luciferase knock-in, luminescence, 24 h | AID 1671194, 2021;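 note: potency is the fitted concentration of half-maximal effect; plate controls were DMSO cells for no effect and cell-free wells for full effect; nearly all actives have a fitted effect of over 45% in size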
# SNCA viab count = GF-AFC viability counterscreen for inhibitors of alpha-synuclein gene (SNCA) expression | HEK-293-SNCA-luc viability, GF-AFC fluorescence, 24 h | Potency, µM (series often up to 57.1 µM), for the others: top-dose activity change, negative = cytotoxicity, actives largely listed as cytotoxic | 0.12% of 150,000 active;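 note: potency is the fitted concentration of half-maximal effect; 0% = DMSO-treated cells and -100% = medium-only wells without cells; nearly all actives have a fitted effect of over 30% in size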
#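 HEK-293-SNCA-luc cells (1500/well) plated 24 h, then exposed 24 h to a dilution series; GF-AFC added 30 min at 37C, fluorescence 405/540 nm; normalised to medium-only and DMSO wells, Hill fit.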
# NIH3T3 tox = Cytotoxic Profiling in NIH 3T3 Cell Line of Diverse Libraries Using Quantitative High-Throughput Screening; 4.3% of 94,000 active; NIH 3T3 viability, CellTiter-Glo ATP luminescence, 48-72 h; Potency, µM (titrated, usually from 96.7 µM), without a hit: top-dose activity change, negative = cytotoxicity, most hits filed as inhibitors; note: potency is the fitted concentration of half-maximal effect; nearly all actives have a fitted effect of over 55% in size
#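 Cells were seeded at 400 per well, treated with pin-transferred compound, and kept 48 or 72 hr at 37 °C before CellTiter-Glo addition and luminescence imaging of cellular ATP.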
# GPT2 inhibitor = Primary qHTS assay for inhibitors of Glutamate pyruvate transaminase 2 (GPT2) | Alanine aminotransferase 2 (Homo sapiens), Q8TD30 | Recombinant GPT2, coupled pyruvate oxidase/HRP Amplex Red fluorescence | Potency, µM (doses to about 57.7 µM), without a hit: at the highest dose activity change, negative = inhibition, usual class: inhibitors | 0.25% of 100,000 active | AID 1671188, 2021; note: potency is the fitted concentration of half-maximal effect; nearly all actives have a fitted effect of over 60% in size; many of its hits are not listed in these tables
# Target sequence (Q8TD30 whole entry, looked up): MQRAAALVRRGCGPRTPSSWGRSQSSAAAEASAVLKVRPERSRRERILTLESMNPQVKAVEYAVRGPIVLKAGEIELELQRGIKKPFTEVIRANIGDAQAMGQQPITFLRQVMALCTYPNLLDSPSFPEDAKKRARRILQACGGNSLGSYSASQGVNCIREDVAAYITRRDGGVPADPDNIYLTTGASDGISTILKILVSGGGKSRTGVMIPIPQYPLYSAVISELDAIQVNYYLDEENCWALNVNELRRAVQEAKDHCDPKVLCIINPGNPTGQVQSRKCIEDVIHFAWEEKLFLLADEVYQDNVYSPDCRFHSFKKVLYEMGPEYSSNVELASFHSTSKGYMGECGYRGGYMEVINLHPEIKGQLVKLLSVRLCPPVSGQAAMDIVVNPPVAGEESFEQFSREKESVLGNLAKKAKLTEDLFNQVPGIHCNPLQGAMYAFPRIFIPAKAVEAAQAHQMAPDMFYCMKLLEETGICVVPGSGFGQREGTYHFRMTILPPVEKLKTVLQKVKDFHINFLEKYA
#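 Recombinant GPT2 (10ng/uL) with 250uM a-KG and 2mM L-alanine, 30 min at room temperature, in HEPES pH 7.5 buffer. Pyruvate detected by pyruvate oxidase/HRP/Amplex Red fluorescence after 30 min in the dark; AOA (50uM) as positive control.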
# FLuc inh = Firefly luciferase inhibition profiling of diverse chemical library using quantitative high-throughput screening; Luciferin 4-monooxygenase (Photinus pyralis), P08659; purified P. pyralis luciferase, luminescence, biochemical; Potency, µM (series often up to 115 µM), for inactives: at the highest dose activity change, negative = inhibition, actives largely listed as inhibitors; 2.5% of 76,000 active; AID 1347043, 2019; note: potency is the fitted concentration of half-maximal effect; nearly all actives have a fitted effect of over 65% in size
# Target sequence (P08659 whole entry, looked up): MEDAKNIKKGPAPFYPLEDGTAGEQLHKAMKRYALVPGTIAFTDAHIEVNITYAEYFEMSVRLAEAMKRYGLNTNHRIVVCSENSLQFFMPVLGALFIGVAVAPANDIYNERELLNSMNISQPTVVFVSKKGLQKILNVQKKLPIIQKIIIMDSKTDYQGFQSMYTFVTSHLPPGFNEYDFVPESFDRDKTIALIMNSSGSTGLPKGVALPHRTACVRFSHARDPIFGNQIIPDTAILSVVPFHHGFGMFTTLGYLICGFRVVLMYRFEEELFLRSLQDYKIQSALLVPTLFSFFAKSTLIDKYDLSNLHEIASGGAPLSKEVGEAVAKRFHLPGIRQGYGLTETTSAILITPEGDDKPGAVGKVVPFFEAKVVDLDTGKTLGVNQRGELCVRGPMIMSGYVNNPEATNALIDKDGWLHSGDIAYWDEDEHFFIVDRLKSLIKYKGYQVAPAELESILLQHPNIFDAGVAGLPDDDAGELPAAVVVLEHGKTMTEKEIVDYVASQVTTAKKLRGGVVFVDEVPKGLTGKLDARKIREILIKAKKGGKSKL
#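 Luminescence read by CCD imaging after purified firefly luciferase (10nM final) was added to substrate buffer holding 10uM D-luciferin and 10uM ATP, pH 7.5, pre-dosed with compound.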
# * marks the source's active call; other numbers are inactive results; i = inactive; ? = inconclusive; . = no result given; [ ] = dose if it differs, or a comment. Unless noted, calls come from the whole dose curve; as a rule, active = well fitted curve in the direction sought with a large enough effect; inconclusive = small, poorly fitted or top-dose-only effect, or another doubt; inactive = no such curve, though single readings can be large; an effect the other way counts as inactive or inconclusive. Unless noted, % is set by controls: 0 for no effect and ±100 for the full control effect.
SMILES,HEK293 tox,IP6K1 inh,SNCA expr inh,SNCA viab count,NIH3T3 tox,GPT2 inhibitor,FLuc inh
Cc1cc(S(=O)(=O)Nc2ccc3[nH]c(=O)sc3c2)ccc1F,.,15,-7%,-16%,.,.,.
Cc1ccc(Nc2ncnc3onc(C)c23)cc1Cl,.,-12,-2%,2%,.,.,.
Cc1csc(NC(=O)[C@@H]2CCC[C@@H](NC(=O)c3cccnc3)CN(C)C(=O)C2)n1,i,6,33%[activator][87.6 µM],-3%[87.6 µM],-4%[174 µM],-24%[88.5 µM],0%[172 µM]
Cc1c(Cl)cccc1NC(=O)NCCOCCn1c(=O)oc2ccccc21,.,3,-2%,-2%,.,.,.
COC(=O)c1sc(-c2ccccc2)cc1NC(=O)c1cccc(Cl)c1,.,5,8%,-14%,.,.,.
CC(C)Oc1cccc(-c2n[nH]c3c2CC(=O)N(Cc2ccccn2)C3)c1,?,4,-20%[87.6 µM],4%[87.6 µM],?,?,-11%[172 µM]
Cc1cc(OCC(=O)Nc2cc(-c3nc4ccccc4[nH]3)ccc2C)ccc1Cl,.,-3,-2%,-7%,.,.,.
CCOc1ccc2nc(N3CCCC(C(=O)NCCc4ccc(OCC)c(OCC)c4)C3)sc2c1 (stereo not drawn),.,-15,86%[activator],-1%,.,.,.
O=[N+]([O-])c1cn2c(n1)OCC(OCc1ccc(OC(F)(F)F)cc1)C2 (stereo not drawn),.,-1,.,-3%,.,-5%,.
COCCN1C(=O)c2ccccc2C(C(=O)NCc2ccccc2OC)C12CCCC2 (stereo not drawn),?,12,-16%,4%,-9%,i,9%
CCOC(=O)c1c(C)oc2ncnc(N3CCN(c4ccc(C)cc4C)CC3)c12,.,4,19%,-9%,.,.,.
Cc1noc(C)c1CN1CCC2(CC1)COCCN2C(=O)OCc1ccccc1,?,12,31%[activator][87.6 µM],-3%[87.6 µM],-12%[138 µM],-3%[88.5 µM],-7%[172 µM]
Cc1ncc2c(c1CNC(=O)c1ccc3cccnc3c1O)CCNC2,-15%,15,24%,-4%,-20%,?,-15%
COc1cc(C(=O)NC[C@@H]2CC[C@H]3C[C@@H]2C3(C)C)nc2ccccc12,?,3,-5%[87.6 µM],14%[87.6 µM],?,-21%[88.5 µM],-8%[172 µM]
O=C(Cn1nc2c(cc1=O)CCCC2)N1CCn2c(nnc2C(F)(F)F)C1,0%,3,1%,5%,?,i,-2%
N#C[C@@H]1C[C@H](F)CN1C(=O)CNC1[C@H]2CN(C(=O)c3ccc(F)cc3)C[C@@H]12 (stereo partly drawn),.,4,.,-1%,.,i,.
CN(C)c1ccc(CNC(=O)CN2C(=O)c3cccnc3Oc3ccc(Cl)cc32)cc1,.,0,28%,5%,.,.,.
COCCCNC(=O)C1CCC(CNS(=O)(=O)c2ccc(OC)cc2)CC1 (stereo not drawn),.,6,-4%,-4%,.,.,.
Cc1ncoc1C(=O)N1CC(F)(F)C[C@H]1c1nnc(C2CC2)o1,i,21,-10%,0%,-1%,i,-1%
COc1cccc(NC(=O)C2CC(=O)Nc3ncnn32)c1 (stereo not drawn),12%,3,-1%,7%,i,4%,-6%
Cc1ccc(-c2ccc(C=O)cc2)cc1Cl,?,-13,116%[activator][87.6 µM],-11%[87.6 µM],?,2%[88.5 µM],.
O=C(CC1CCCN(c2cn[nH]c(=O)c2)C1)NC1CCCCC1 (stereo not drawn),6%,44,26%,0%,-1%,-17%,6%
COc1ccccc1Nc1ccnc(N2CCC(NC(=O)NC(C)C)CC2)n1,-1%,-3,6%,3%[12.5 µM],-12%,-3%,.
CC(=O)c1ccc(N2CC[C@@H](NC(=O)c3cnccn3)[C@H](O)C2)nc1,-25%,9,21%,8%,-6%,-3%,5%
O=C(NCC(=O)N1CCCC1)c1ccc(-c2cccc(C(F)(F)F)c2)cc1,?,-8,-7%,?,?,?,.

# The closing four records of the part before open the next one.
SMILES,HEK293 tox,IP6K1 inh,SNCA expr inh,SNCA viab count,NIH3T3 tox,GPT2 inhibitor,FLuc inh
O=C(CC1CCCN(c2cn[nH]c(=O)c2)C1)NC1CCCCC1 (stereo not drawn),6%,44,26%,0%,-1%,-17%,6%
COc1ccccc1Nc1ccnc(N2CCC(NC(=O)NC(C)C)CC2)n1,-1%,-3,6%,3%[12.5 µM],-12%,-3%,.
CC(=O)c1ccc(N2CC[C@@H](NC(=O)c3cnccn3)[C@H](O)C2)nc1,-25%,9,21%,8%,-6%,-3%,5%
O=C(NCC(=O)N1CCCC1)c1ccc(-c2cccc(C(F)(F)F)c2)cc1,?,-8,-7%,?,?,?,.
CC(C)C[C@@H](CO)n1cc(-c2cncnc2)nn1,i,0,28%,-6%,-11%,?,-11%
COc1ccc(-c2cn3cc(C(=O)N4CCCC4)nc3c(=O)n2CC2CC2)c(F)c1,32µM*,-4,?,-6%,32µM*,?,-6%
CCc1cccc(NC(=O)C(NS(=O)(=O)c2ccc3nc(C)sc3c2)C(C)C)c1 (stereo not drawn),.,-10,-19%,-9%,.,.,.
COC(=O)c1ccc2nc(C[C@@H]3C[C@@H](C(C)C)[C@H](CNC(=O)N4CCOCC4)C=C3C)[nH]c2c1,?,2,15%,-6%,?,-3%,-12%
O=C(c1cccs1)N1CCC(Oc2cccc(F)c2)C1 (stereo not drawn),?,37,11%,-7%,?,i,6%
CCCN(C)c1nccnc1OC1CCN(C(=O)c2ccncc2)C1 (stereo not drawn),-15%,24,-11%,-6%,-6%,-12%,-7%
CCNC(=O)N[C@H]1[C@H](O)[C@H](O)C[C@@H]1c1cccc(C)c1,-5%[230 µM],13,-13%[87.6 µM],5%[87.6 µM],-4%[230 µM],0%[88.5 µM],-5%[230 µM]
O=C(NC1CCN(c2cc(-c3ccc(F)cc3)[nH]n2)C1)c1cccc(OC(F)(F)F)c1 (stereo not drawn),40µM*,1,-27%,-2%,?,-14%,-3%
O=C1c2ccccc2-c2onc3c(Br)cc(NC4CCCCC4)c1c23,.,3,18%,-4%,.,.,.
Cc1c(-c2ccccc2F)[nH]c2ccc(CNC(=O)CCn3cnnc3)cc12,-9%,2,13%,-10%,?,-10%,?
Cc1cccc(NC(=O)c2nc(S(C)(=O)=O)ncc2Cl)c1,.,-10,?,20µM*,.,.,.
CCN(Cc1ccccc1)C(=O)c1cn(-c2cccc(OC)c2)c(=O)c2ccccc12,.,2,-3%,?,.,.,.
Cc1cc(C)c(NC(=O)CSc2n[nH]c(-c3ccccc3Cl)n2)c(C)c1,.,-8,14%,-11%,.,.,.
COc1ccccc1CCNC(=O)CCCn1c(=O)c2cccn2c2cccnc21,.,-3,20%,2%,.,.,.
CCOc1ccc(Nc2c(S(=O)(=O)c3ccc(Cl)cc3)cnc3ccc(OC)cc23)cc1,.,-21,?,-13%,.,.,.
COc1ccc(-c2nnc([C@H]3CCN(C(=O)c4ccc(F)cc4)C3)o2)cc1,-12%[172 µM],-1,2%[87.6 µM],-21%[87.6 µM],-21%[138 µM],2%[88.5 µM],-12%[172 µM]
Cc1noc(-c2cn(C3CCN(C(=O)COc4ccccc4)C3)nn2)n1 (stereo not drawn),6%,15,-2%,2%,-5%,i,7%
O=C(NCc1nnc2cc(-c3nc(C4CC4)no3)ccn12)c1ccc(F)cc1Cl,?,5,?,2%,?,-8%,-6%
Cc1cc(C(=O)N2CCCCC2)c2c(C3CCCN3)noc2n1 (stereo not drawn),i,-7,-2%,3%,4%,0%,.
C[C@@H]1CN(C(=O)CCN(C)S(C)(=O)=O)C[C@@]1(O)C1CC1,2%,6,-2%,7%,i,-2%,-1%
Cc1cc2nc3n(c(=O)c2n1CC(=O)NCc1ccccc1)CCCCC3,?,9,-5%,-8%,?,i,-4%
CNC(=O)c1cc(C2CC2)nc2c1c(C1CCCN1C(=O)C1CC1)nn2C (stereo not drawn),1%,-11,.,.,-7%,.,.
Cc1ccc(C(=O)N2CCCN(CC3CC3)C(C(C)C)C2)cn1 (stereo not drawn),-6%,-8,9%,-5%,-11%,-26%,0%
CC(=O)Nc1ccc(CNC[C@H]2COCc3nc4c(C)cccc4n32)cc1,?,-1,-19%[87.6 µM],-11%[87.6 µM],-16%[138 µM],i,-5%[172 µM]
COc1ccc(C2(C(=O)NCc3cccc(C(F)(F)F)c3)CCOCC2)cc1,-19%,-7,-15%,-5%,-22%,i,.
# Next compounds follow:
SMILES,HEK293 tox,IP6K1 inh,SNCA expr inh,SNCA viab count,NIH3T3 tox,GPT2 inhibitor,FLuc inh
Cc1c(Cl)cccc1NC(=O)C(=O)NCCc1csc(-c2ccc(C(F)(F)F)cc2)n1,.,-11,3%,19%,.,.,.
Cc1ccc(C)c(NC(=O)CN2CCSc3ccc(S(=O)(=O)N4CCCC4)cc32)c1,.,6,-5%,-37%,.,.,.
Cc1oc(C(O)c2ccccc2F)nc1C(=O)N1CCN(c2ccccn2)CC1 (stereo not drawn),?,-3,10%[87.6 µM],6%[87.6 µM],-13%[138 µM],3%[88.5 µM],8%[172 µM]
CNC(=O)c1cc(C)nc2onc(C3CCN(C(=O)COC)C3)c12 (stereo not drawn),4%[172 µM],-10,.,.,0%[138 µM],.,.
COc1cccc(-c2cccc(C(=O)N3CCN(C(=O)c4ccccc4F)CC3)c2)c1,?,-2,-17%,6%[12.5 µM],?,?,.
COc1ccc(NC(=O)N[C@H]2C[C@@H](C(=O)N[C@H](Cc3c[nH]c4ccccc34)C(N)=O)N(C(=O)C=C(C)C)C2)cc1,-9%,-2,41%[activator],-3%,-22%,-17%,-4%
COC[C@H]1C[C@@H](NC(=O)c2cnccn2)[C@H](O)[C@@H]1O,-2%[230 µM],9,14%[87.6 µM],4%[87.6 µM],0%[174 µM],-2%[88.5 µM],7%[230 µM]
CCOc1ccc(NS(=O)(=O)c2ccc3[nH]cc(C(=O)NCc4ccco4)c(=O)c3c2)cc1,.,-6,4%,-5%,.,.,.
COc1cc(NC(=O)c2cccc3c2C(=O)N(C2CCCCC2)C3)cc(OC)c1,.,0,?,8%,.,.,.
COc1ccc(OCC(O)CN2CCC(=O)N(C)Cc3cc(OC)ccc32)cc1 (stereo not drawn),-20%,-6,.,.,?,.,.
C=Cc1cccc(CN2CCC(CNS(=O)(=O)C3CC3)C2)c1 (stereo not drawn),i,-3,9%,-2%,i,-10%,2%
Cc1ccc(C)c(NC(=O)CCNS(=O)(=O)c2ccc3c(c2)CCCC(=O)N3)c1,.,2,13%,-14%,.,.,.

# An excerpt. The share of hits here may be higher or lower than overall.
